Screening results: PubChem, several laboratories
IL1B cytotox: toxic to HUVEC cells under IL-1B stimulation; HUVEC cell count loss, Hoechst imaging, IL-1B stimulated; cell count reduction, % at 2 µM; 94,000 tested, 0.41% active;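 active = cell count reduction more than 3 SD above the screen-wide mean, cut at about 70% in these data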;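 note: normalized per plate to untreated control cells as the no-loss baseline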
H69AR inhibit: growth inhibitors of human H69AR lung tumor cells; H69AR lung tumor viability, ATP luminescence, 72 h; stronger effect = lower value; viability, % at 10 µM; 85,000 tested, 6% active;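 active = viability at or below 40%; inactive = viability above 40%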;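 note: multidrug resistant small cell line overexpressing MRP-1 efflux transporter; 100% = mean luminescence of untreated control wells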
Smad3 inh: inhibitors of human Smad3 transcription factor binding | P84022 | inhibition, % at 25 µM | TR-FRET Smad3/Dy647-FoxH1 peptide binding, europium anti-His | 88,000 tested, 0.29% active;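 active = compounds that reduce the energy-transfer binding signal between the protein and its labelled peptide by more than half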;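 note: 0% = Smad3 plus labelled peptide maximal FRET and 100% = peptide-only background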
Target sequence (P84022 whole entry, looked up): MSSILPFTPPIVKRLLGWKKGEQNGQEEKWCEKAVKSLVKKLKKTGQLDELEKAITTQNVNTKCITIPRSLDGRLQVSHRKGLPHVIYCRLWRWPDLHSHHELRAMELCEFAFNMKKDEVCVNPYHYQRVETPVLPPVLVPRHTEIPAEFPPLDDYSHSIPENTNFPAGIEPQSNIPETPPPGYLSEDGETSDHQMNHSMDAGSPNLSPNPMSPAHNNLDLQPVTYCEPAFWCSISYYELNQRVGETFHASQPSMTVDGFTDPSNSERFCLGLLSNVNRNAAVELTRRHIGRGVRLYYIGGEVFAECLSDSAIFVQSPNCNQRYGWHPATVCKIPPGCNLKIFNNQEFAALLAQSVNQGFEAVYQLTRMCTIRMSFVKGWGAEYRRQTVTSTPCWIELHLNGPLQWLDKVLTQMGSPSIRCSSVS
HUVEC tox TNFa: toxic to HUVEC cells under TNF alpha stimulation; HUVEC TNFalpha-stimulated, Hoechst cell count, imaging; cell count reduction, % at 2 µM; 93,000 tested, 0.17% active; AID 848;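 active = cell count reduction exceeding the screen mean by over 5 SD, scaled to untreated wells per plate, cut at about 78% in these data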;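 note: cells counted after 24 h of TNF alpha exposure following the 1 h pretreatment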
HUVEC inhibit: human endothelial cell proliferation inhibition; HUVEC proliferation, CellTiter-Glo luminescence, 72 h; stronger effect = lower value; viability, % at 10 µM (by protocol); 86,000 tested, 1.1% active; AID 648;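 active = viability at or below 30%; inactive = viability above 30%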;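 note: 100% = median luminescence of DMSO-only cell control wells on each plate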
VCAM1 TNFa inh: reduces TNF alpha induced VCAM1 expression in HUVEC; inhibition, % at 2 µM; HUVEC TNFa-induced VCAM-1 immunofluorescence, high-content imaging; 95,000 tested, 0.48% active;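 active = inhibition above the batch mean plus 3 SD, with images confirmed as a hit by eye, cut at about 37% in these data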;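 note: 0% = TNF-stimulated DMSO wells and 100% = unstimulated control wells; not every result past the cut was called active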
cytoskel mod: alters cytoskeleton assembly in HUVEC cells; HUVEC TNFa F-actin phalloidin imaging, high content; inhibition, % at 2 µM; 91,000 tested, 0.18% active; AID 836;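 active = inhibition above the batch mean plus 3 SD and confirmed as a hit by visual image inspection, cut at about 30% in these data, passing the limit was not always enough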; note: strong numbers were not always called active
Lung fibro prol: blocks proliferation of human lung fibroblasts; 85,000 tested, 1.1% active; viability, % at 10 µM; LL 47 human lung fibroblast viability, ATP luminescence; stronger effect = lower value;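 active = viability at or below 50% in the single dose screen; inactive = viability above 50%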;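 note: compound exposure lasted 72 h before the ATP readout; 100% = median luminescence of untreated cell-only wells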
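Assay system: human lung fibroblast line LL 47, low passage. Input: 1,150 fibroblasts seeded per well. Times: overnight cell rest, 72 h compound treatment at 37 °C. Evaluation: % viability of median cell-only signal. Technique: luminescent ATP detection, CellTiter-Glo. Control set: cell-only wells, no compound.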
Pyk2 oligo antag: blocks oligomerization of human Pyk2 in cells. Q14289. AID 1347419. Q293 cells, Pyk2 FERM NanoBiT luminescence; stronger effect = lower value. 99,000 tested, 0.83% active. z-score (the deposit names both 25 µM and 10 µM);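 active = Z-score of -3 or lower, scaled per plate to the spread of control and sample wells; inactive = z-score above -3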;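 note: negative z-score means lost luminescence so less FERM oligomerization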
* marks the source's active call; other numbers are inactive results; nt = no result given; [ ] = another dose, or the depositor's remark. Not all compounds are listed; count on the stated rates, not on these rows.

| No. | SMILES | IL1B cytotox | H69AR inhibit | Smad3 inh | HUVEC tox TNFa | HUVEC inhibit | VCAM1 TNFa inh | cytoskel mod | Lung fibro prol | Pyk2 oligo antag |
| --- | --- | --- | --- | --- | --- | --- | --- | --- | --- | --- |
| 1 | COc1ccc(N=C2C(=Nc3ccc(OC)cc3)N(c3ccc(OC)cc3)C(=S)N2c2ccccc2)cc1 | -12 | nt | nt | -5 | nt | 2 | -25 | nt | -0.42 |
| 2 | N#CC1=C(SCC(=O)c2ccccc2)NC2=C(C(=O)CCC2)C1c1ccco1 (stereo not drawn) | nt | 16* | -5 | nt | 44 | nt | nt | 64 | -0.67 |
| 3 | Cc1[nH]c(=O)c(C#N)c2c1CCCC2 | -6 | 95 | -8 | 0 | 92 | 1 | 7 | 102 | 1.3 |
| 4 | O=C(c1ccc(Cl)c(Cl)c1)N(Cc1ccco1)c1ccc(O)cc1 | -38 | 85 | 18 | -3 | 79 | -19 | 8 | 80 | -2.1 |
| 5 | Cc1c(C)c2cc3c4c(oc3c(C)c2oc1=O)CCCC4 | 34 | 73 | -5 | -18 | 93 | 10 | -2 | 90 | 0.19 |
| 6 | Clc1ccc(-c2nnc(CCc3ccccc3)o2)c(Cl)c1 | nt | nt | nt | -12 | nt | 16 | -27 | nt | -0.38 |
| 7 | O=C(/C=N/O)NCc1ccncc1 | -14 | 95 | 0[fluorescence artefact?] | -13 | 102 | 10 | -8 | 109 | -0.03 |
| 8 | CC1CC(C)CN(C/C=C/c2ccccc2[N+](=O)[O-])C1 (stereo not drawn) | -2 | nt | nt | -9 | nt | 4 | 9 | nt | nt |
| 9 | O=C(COc1ccc(-c2ccccc2)cc1)N1CCN(S(=O)(=O)Cc2ccccc2)CC1 | -110 | 26* | -4 | -13 | 49 | 5 | -4 | 52 | -1 |
| 10 | O=C(Nc1ccccc1)c1ccc(CSc2ccccn2)cc1 | 6 | nt | nt | -12 | nt | 6 | -37 | nt | 1 |
| 11 | Cc1cc2nc(CCN(Cc3cccnc3)C(=S)Nc3ccccc3)[nH]c2cc1C | -24 | nt | nt | -26 | nt | 20 | 26 | nt | -1.1 |
| 12 | CCOc1ccc(S(=O)(=O)N(CC(=O)N2CCc3ccccc32)Cc2ccco2)cc1 | nt | 80 | 11[fluorescence artefact?] | nt | 104 | nt | nt | 98 | -0.82 |
| 13 | CCCOc1ccc(C(=O)N2CCN(c3ccc(N)cc3Cl)CC2)cc1 | 24 | 100 | -5 | -2 | 96 | -12 | -9 | 99 | -3.9* |
| 14 | CCCNC(=O)N1CCN(S(=O)(=O)c2ccc(C)c(C)c2)CC1 | -5 | 96 | 2 | 0 | 107 | 19 | 0 | 105 | 0.42 |
| 15 | Cc1ccc(S(=O)(=O)Nc2nc3ccccc3nc2NCc2ccco2)cc1C | -13 | 84 | 3 | 10 | 99 | -6 | -4 | 95 | 0.06 |
| 16 | O=C(CCCCn1c(=O)[nH]c2ccccc2c1=O)NCc1ccc2c(c1)OCO2 | -21 | 94 | 4 | 29 | 91 | 28 | 14 | 106 | 1.9 |
| 17 | OCc1nc2ccccc2n1C/C=C/c1ccccc1 | -4 | 88 | -9 | -8 | 90 | 14 | -20 | 92 | 0.52 |
| 18 | C=CCn1c(SCC(=O)NC(C)(C)C)nnc1-c1ccccc1O | 26 | 97 | 11 | 6 | 97 | 46 | -13 | 102 | 0.61 |
| 19 | COC(=O)c1[nH]c2cc(OC)ccc2c1NC(=O)c1nonc1C | -15 | 30* | 2 | -5 | 90 | 10 | -8 | 88 | -0.02 |
| 20 | C[N+](C)(C)CCCCCCCCCC[N+](C)(C)C | nt | 87 | 4 | nt | 87 | nt | nt | 95 | nt |
| 21 | CC1(C)CC(=O)C(C(C2=C(O)CC(C)(C)CC2=O)c2cccc(O)c2)C(=O)C1 (stereo not drawn) | -1 | nt | nt | -4 | nt | -5 | 45 | nt | -0.38 |
| 22 | COC(=O)c1ccccc1NC(=O)c1ccc2c(c1)OCCO2 | -45 | 88 | -9 | nt | 89 | nt | nt | 92 | -2.1 |
| 23 | Cc1cccc(/C(N)=N/OC(=O)N2CCOCC2)c1 | 16 | nt | nt | 8 | nt | 4 | -19 | nt | 0.7 |
| 24 | CCCNC(=O)c1cn(CC)c2cc(N3CCN(C)CC3)c(F)cc2c1=O | -103 | 55 | 5 | 18 | 96 | -2 | 11 | 98 | -0.6 |
| 25 | Cc1cc(=O)oc(C)c1C(=O)N1CCN(C(c2ccccc2)c2ccccc2)CC1 | -48 | 81 | 2 | -32 | 99 | 1 | -28 | 96 | -1.2 |

In the list so far, these have an NH in an aromatic ring.
| No. | SMILES | IL1B cytotox | H69AR inhibit | Smad3 inh | HUVEC tox TNFa | HUVEC inhibit | VCAM1 TNFa inh | cytoskel mod | Lung fibro prol | Pyk2 oligo antag |
| --- | --- | --- | --- | --- | --- | --- | --- | --- | --- | --- |
| 3 | Cc1[nH]c(=O)c(C#N)c2c1CCCC2 | -6 | 95 | -8 | 0 | 92 | 1 | 7 | 102 | 1.3 |
| 11 | Cc1cc2nc(CCN(Cc3cccnc3)C(=S)Nc3ccccc3)[nH]c2cc1C | -24 | nt | nt | -26 | nt | 20 | 26 | nt | -1.1 |
| 16 | O=C(CCCCn1c(=O)[nH]c2ccccc2c1=O)NCc1ccc2c(c1)OCO2 | -21 | 94 | 4 | 29 | 91 | 28 | 14 | 106 | 1.9 |
| 19 | COC(=O)c1[nH]c2cc(OC)ccc2c1NC(=O)c1nonc1C | -15 | 30* | 2 | -5 | 90 | 10 | -8 | 88 | -0.02 |

Remaining list, next part:
| No. | SMILES | IL1B cytotox | H69AR inhibit | Smad3 inh | HUVEC tox TNFa | HUVEC inhibit | VCAM1 TNFa inh | cytoskel mod | Lung fibro prol | Pyk2 oligo antag |
| --- | --- | --- | --- | --- | --- | --- | --- | --- | --- | --- |
| 26 | COc1ccc(/C=N/n2c(SC)nnc(C(C)(C)C)c2=O)c(OC)c1 | 21 | 111 | -10 | -11 | 106 | -3 | -9 | 97 | 0.17 |
| 27 | CCOC(=O)c1sc(=S)n(C)c1N | 1 | 94 | -8 | 44 | 102 | -8 | 1 | 116 | 0.72 |
| 28 | COc1ccc(C(=O)O)cc1Nc1cc(C)nc2ncnn12 | -34 | 98 | -1 | 4 | 95 | 8 | -6 | 96 | nt |
| 29 | CCCNC(=O)NC(=O)COc1ccc2oc3ccccc3c2c1 | 5 | nt | nt | 7 | nt | -9 | 4 | nt | -1.3 |
| 30 | COc1ccccc1N1CCN(Cc2nc(N)nc(Nc3ccc(C)cc3)n2)CC1 | 1 | 3.0* | 6 | -1 | 86 | -7 | -27 | 91 | 0.05 |
| 31 | O=S(=O)(Nc1cccnc1)c1cc(Cl)ccc1Cl | -7 | 98 | -1 | nt | 104 | nt | nt | 102 | 0.33 |
| 32 | Cc1cc(C)cc(-n2nnc(C(=O)NCc3ccco3)c2N)c1 | -1 | 76 | -2 | -16 | 101 | 3 | -3 | 102 | 0.67 |
| 33 | N#Cc1cc2c(=O)n3ccccc3nc2n(Cc2cccnc2)c1=O | nt | 97 | -14 | nt | 93 | nt | nt | 102 | nt |
| 34 | O=[N+]([O-])c1ccc2c(c1)C(N1CCOCC1)/C(=C/COc1ccc(Cl)cc1Cl)O2 (stereo not drawn) | -65 | nt | nt | 8 | nt | 2 | -27 | nt | 1.2 |
| 35 | CS(=O)(=O)N1CCC(C(=O)N2CCC(Cc3ccccc3)CC2)CC1 | -4 | 79 | 1 | -17 | 103 | 5 | -23 | 111 | -1.4 |
| 36 | O=C(N/N=C/c1cn(-c2ccccc2)nc1-c1ccc(F)cc1)c1ccc(Br)o1 | nt | nt | nt | -1 | nt | 25 | -33 | nt | -0.65 |
| 37 | CCOC(=O)C1CCCN(C(=O)c2cc(Nc3ccc(OC)cc3)nc3ccccc23)C1 (stereo not drawn) | 2 | 77 | 14 | -4 | 91 | 3 | 4 | 101 | -1.3 |
| 38 | COc1cc(Cl)c(S(=O)(=O)N2CC(C)OC(C)C2)cc1Cl (stereo not drawn) | -19 | 60 | -5 | -5 | 95 | 2 | -9 | 95 | -0.57 |
| 39 | CCCCC1(CC)C(=O)NC(=O)NC1=Nc1ccc(OC)cc1 (stereo not drawn) | -2 | 84 | 2 | -25 | 95 | 9 | 22 | 95 | 0.46 |
| 40 | COc1ccc(-n2c(=O)cc(N3CCCCCC3)[nH]c2=O)cc1 | -8 | 93 | 8 | -25 | 104 | 12 | 8 | 111 | 0.21 |
| 41 | COc1ccc(C(CC(=O)O)NC(=O)COc2ccccc2)cc1OC (stereo not drawn) | -7 | 96 | 7 | -19 | 108 | -7 | -11 | 93 | 0.08 |
| 42 | CSc1nnc(C)c(/C=C/Nc2ccc(Cl)cc2)n1 | 1 | nt | nt | 2 | nt | 4 | 0 | nt | -0.39 |
| 43 | O=C(Cc1ccc(-n2cccc2)cc1)N1CCN(c2ccccc2F)CC1 | 4 | 99 | 3 | -10 | 101 | -5 | -31 | 104 | 0.59 |
| 44 | CCCn1c(SCC(=O)Nc2cccc(C(=O)OC)c2)nnc1-c1cccnc1 | 35 | 86 | 3 | -11 | 101 | 6 | -22 | 96 | 1.5 |
| 45 | CCOC(=O)c1c(-c2cccs2)csc1NC(=O)COC(=O)c1c(C)noc1C | -3 | 90 | -7 | -37 | 103 | 10 | 34 | 91 | -2.9 |
| 46 | Cc1cc(Nc2ccc(C(=O)O)cc2)n2nc(C)nc2n1 | -22 | 89 | 7 | -8 | 98 | 22 | 7 | 98 | nt |
| 47 | CC1CCC2C(C1)c1sc(=O)[nH]c1SC2(C)C (stereo not drawn) | -1 | 101 | 0 | 0 | 78 | -12 | 5 | 101 | -0.77 |
| 48 | O=C(NC1(C(F)(F)F)NC(=O)N(CC2CCCCC2)C1=O)c1ccco1 (stereo not drawn) | -8 | 100 | 1 | -10 | 112 | 4 | -6 | 105 | -1.1 |
| 49 | Cc1cccc(C(=O)NNC(=O)c2cc3cc4ccccc4nc3s2)c1 | 18 | nt | nt | -25 | nt | 8 | 3 | nt | 0.47 |
| 50 | CC(=O)Nc1cccc(Oc2cnc3ccccc3n2)c1 | -31 | nt | nt | 10 | nt | -11 | -36 | nt | 0.04 |

The results go on:
nr	compound	IL1B cytotox	H69AR inhibit	Smad3 inh	HUVEC tox TNFa	HUVEC inhibit	VCAM1 TNFa inh	cytoskel mod	Lung fibro prol	Pyk2 oligo antag
51	COC(=O)C(NNc1ccccc1C)(NC(=O)c1ccc(F)cc1)C(F)(F)F (stereo not drawn)	5	nt	nt	-18	nt	1	-4	nt	0.82
52	CCOC(=O)C1=C(C)NC2=C(C(=O)C(C(=O)OCC)C(c3ccco3)C2)C1c1ccccn1 (stereo not drawn)	-1	81	-3	-9	105	-10	16	93	0.45
53	O=C(COC(=O)CCCN1C(=O)c2ccccc2C1=O)Nc1ncc(Cl)cc1Cl	7	85	7	8	89	25	-20	91	-0.72
54	CN1C(=O)CC(N2CCN(c3ccccn3)CC2)C1=O (stereo not drawn)	-4	97	-4	-12	93	-12	-11	99	-0.49
55	Cn1ccnc1SCC(=O)c1ccc(Br)cc1	-2	29*	4	-31	88	0	21	96	0.34
56	COc1ccc(-c2nc(-c3cccc(C)c3)nc(N3CCN(C)CC3)c2C#N)cc1	-1	nt	nt	8	nt	-1	17	nt	0.08
57	COc1ccccc1OCC(=O)NNC(=O)c1cnccn1	-4	nt	nt	-9	nt	12	-5	nt	-0.06
